CAL PDZ FP-1: blocks peptide binding to the human CAL PDZ domain; Q9HD26; purified CAL PDZ, TMR-peptide fluorescence polarization, 1 h; inhibition, % at 24.9 µM; hit rate 0.92% among 300,000; AID 602252;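 active = mean inhibition of at least 30% with at least half of replicates also reaching 30%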;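 note: 0% = DMSO neutral control and 100% = excess unlabeled competitor peptide PRC23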
CAL PDZ FP-2: human CAL PDZ-peptide interaction inhibition. Q9HD26. purified CAL PDZ, TMR-peptide fluorescence polarization, 1 h. inhibition, % at 20 µM. hit rate 0.02% among 330,000. AID 504414;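 active = highest replicate inhibition of at least 40%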;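 note: plate controls were DMSO neutral control wells for no effect and unlabeled competitor peptide control wells for full effect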
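Read-out basis: mP drop reported as inhibition | Assay system: Tagged CAL PDZ protein CerCALP, purified | Benchmarks: Unlabelled peptide for full inhibition, DMSO wells as neutral | Schedule: 1 h incubation at room temperature before polarization reading | Buffer or medium: Sodium phosphate/NaCl buffer pH 7.4 with TCEP, IgG, Thesit | Doses: Single point, 20 µM | Measured by: Fluorescence polarization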
V-ATPase pHluor: alters yeast V-ATPase proton transport | S. cerevisiae, pHLuorin cytosolic pH fluorescence | response, % at 10 µM | hit rate 0.37% among 350,000; in the data active = response mostly above about 7.3%, no sharp cut-off; inactive = mostly below about 5.4%; note: actives read high; inactives centre near 0; some compounds called inactive have numbers as strong as hits
Wnt bcat act: activates Wnt/beta-catenin signaling in a reporter cell assay; activator, plate reader; activation, % at 9.35 µM; hit rate 1.2% among 300,000; in the data active = activation above about 30%, passing the limit was not always enough;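 note: 0% = neutral control wells and 100% = positive control wells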
CDK5 p35 inh: blocks human CDK5/p35 kinase activity. Q00535+Q15078. Recombinant CDK5/p35, ADP-Glo luminescence, 60 min. inhibition, % at 10 µM. hit rate 0.01% among 330,000;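 active = highest replicate inhibition of at least 50% and at least 75% of replicates reaching 50%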;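 note: plate controls were DMSO neutral control for no effect and GW8510 at 10 µM for full effect; many of its hits are not listed in these tables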
dFosB activator: mouse delta FosB homodimer activation; P13346; purified delta FosB, TAMRA-CDK5 oligo fluorescence polarization; percent of positive-control signal above neutral wells; activation, % at 25 µM; hit rate 0.99% among 340,000;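 active = mean activation above about 17%, with every replicate also reaching it, limit read from the data, passing the limit was not always enough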;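 note: fluorescence polarization rise as delta FosB binds a TAMRA Cdk5 AP-1 oligo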
Target sequence (P13346 whole entry, looked up): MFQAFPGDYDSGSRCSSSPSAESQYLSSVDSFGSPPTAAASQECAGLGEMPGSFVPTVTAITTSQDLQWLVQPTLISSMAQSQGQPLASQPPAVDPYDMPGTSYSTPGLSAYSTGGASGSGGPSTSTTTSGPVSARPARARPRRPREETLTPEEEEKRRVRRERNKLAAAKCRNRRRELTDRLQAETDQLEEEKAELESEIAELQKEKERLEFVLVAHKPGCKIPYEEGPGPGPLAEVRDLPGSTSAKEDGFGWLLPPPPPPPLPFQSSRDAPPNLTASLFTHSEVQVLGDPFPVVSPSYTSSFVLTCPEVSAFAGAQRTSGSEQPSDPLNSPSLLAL
Rtt109 HAT inh: C. albicans Rtt109 histone acetyltransferase inhibition; Q5AAJ8; purified Rtt109/Vps75, ThioGlo CoA-SH fluorescence, 4 h; inhibition, % at 34.9 µM; hit rate 0.16% among 330,000; AID 540336;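 active = inhibition of at least 50% in every replicate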
Target sequence (Q5AAJ8 whole entry, looked up): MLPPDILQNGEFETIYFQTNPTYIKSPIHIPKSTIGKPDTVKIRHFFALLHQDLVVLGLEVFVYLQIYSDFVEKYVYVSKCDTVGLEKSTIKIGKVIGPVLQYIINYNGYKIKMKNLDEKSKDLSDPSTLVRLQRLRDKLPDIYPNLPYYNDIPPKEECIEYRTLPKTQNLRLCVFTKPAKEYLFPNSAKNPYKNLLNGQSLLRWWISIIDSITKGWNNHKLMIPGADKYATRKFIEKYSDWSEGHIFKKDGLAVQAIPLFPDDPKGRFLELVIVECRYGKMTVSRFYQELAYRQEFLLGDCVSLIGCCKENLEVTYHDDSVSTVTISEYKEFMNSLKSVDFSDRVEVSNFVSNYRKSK
RTF Ca sens act: increases calcium sensitivity of human cardiac regulated thin filaments; P19429+P45379; IANBD-labeled TnC RTF fluorescence at EC20 calcium; 0% EC20 calcium, 100% full calcium; activation, % at 7.2 µM; hit rate 0.24% among 340,000;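 active = activation above the mean over all tested compounds plus 3 SD, cut at about 30% in these data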;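 note: rise in fluorescence read as greater calcium sensitivity of cardiac thin filaments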
Tat export inh: inhibitors of E. coli Tat protein transport; E. coli MC4100 TorA-mCherry Tat export, fluorescence; inhibition, % at 10 µM; AID 488895; hit rate 0.036% among 340,000;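 active = mean replicate inhibition at least 50% and at least half of replicates individually reaching 50%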;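 note: exported cargo escapes ClpAP degradation while cytoplasmic cargo is degraded and loses fluorescence; 0% = median of neutral control wells and 100% = median of NaSCN control wells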
MITF TRPM1 HTS: activators of MITF-driven TRPM1 promoter activity in SK-MEL-5 cells. hit rate 0.75% among 300,000. activation, % at 12.5 µM. SK-MEL-5 TRPM1-promoter luciferase, 24 h; % of positive control, neutral wells = 0;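 active = mean activation of at least 80% with every replicate also reaching 80%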;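 note: 0% = neutral control wells and 100% = parthenolide positive control wells; values of inactives mirror those of a sister screen read the other way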
* marks the source's active call; other numbers are inactive results.

O=C(N/N=C/C=C/c1ccco1)c1cccs1 was read as CAL PDZ FP-1 2, CAL PDZ FP-2 -0.5, V-ATPase pHluor 0, Wnt bcat act 3, CDK5 p35 inh 0.9, dFosB activator -7, Rtt109 HAT inh 13, RTF Ca sens act 2, Tat export inh 0 and MITF TRPM1 HTS 69.
CC(C)CCn1nnnc1CN1CCN(c2ccc(F)cc2)CC1 was read as CAL PDZ FP-1 -1, CAL PDZ FP-2 -0.9, V-ATPase pHluor -1, Wnt bcat act -2, CDK5 p35 inh 0.1, dFosB activator 5, Rtt109 HAT inh -1, RTF Ca sens act 12, Tat export inh 4 and MITF TRPM1 HTS 10.
Screening CCCN(CCC)S(=O)(=O)c1ccc(C(=O)NNc2nc(-c3ccccc3)c3cc(Br)ccc3n2)cc1 returned CAL PDZ FP-1 -2, CAL PDZ FP-2 -2.1, V-ATPase pHluor 2, Wnt bcat act -1, CDK5 p35 inh -0.7, dFosB activator -2, Rtt109 HAT inh -4, RTF Ca sens act -4, Tat export inh 1 and MITF TRPM1 HTS -20.
COc1cc([N+](=O)[O-])ccc1NC(=O)Nn1cnnc1 was read as CAL PDZ FP-2 -0.6, V-ATPase pHluor -2, Wnt bcat act -2, CDK5 p35 inh -0.6, dFosB activator 3, Rtt109 HAT inh -1, RTF Ca sens act -4, Tat export inh 7 and MITF TRPM1 HTS 4.
For CN(CC(=O)NC1CCCC1)S(=O)(=O)c1cccc(Cl)c1 the results were CAL PDZ FP-1 -5, CAL PDZ FP-2 -0.3, V-ATPase pHluor 3, Wnt bcat act 2, CDK5 p35 inh -2.2, dFosB activator 5, Rtt109 HAT inh -1, RTF Ca sens act 11, Tat export inh 12 and MITF TRPM1 HTS 3.
`Cc1ccc(C(=O)N/C(=C/C=C\c2ccccc2)C(=O)NCc2ccco2)cc1` gave CAL PDZ FP-1 -9, CAL PDZ FP-2 -2.4, V-ATPase pHluor -2, Wnt bcat act -2, CDK5 p35 inh -0.2, dFosB activator -5, Rtt109 HAT inh -6, RTF Ca sens act 5, Tat export inh 4 and MITF TRPM1 HTS -2.
`O=C(NCC1CCCO1)c1ccc(Cl)c(S(=O)(=O)N2CCCCC2)c1` (stereo unspecified) gave CAL PDZ FP-1 1, CAL PDZ FP-2 -0.5, V-ATPase pHluor 0, Wnt bcat act -2, CDK5 p35 inh -0.9, dFosB activator 7, Rtt109 HAT inh -10, RTF Ca sens act 6, Tat export inh 10 and MITF TRPM1 HTS -10.
CCOC(=O)c1nc(NNC(C)=O)sc1C was read as CAL PDZ FP-1 1, CAL PDZ FP-2 0.5, V-ATPase pHluor -1, Wnt bcat act -1, CDK5 p35 inh -0.1, dFosB activator -2, Rtt109 HAT inh -4, RTF Ca sens act 2, Tat export inh 0 and MITF TRPM1 HTS 3.
Screening O=S(=O)(Nc1ccc(O)c(Sc2nc3ccccc3s2)c1)c1cccc2ccccc12 returned CAL PDZ FP-1 0, CAL PDZ FP-2 -1.8, V-ATPase pHluor -2, Wnt bcat act -2, CDK5 p35 inh -3.7, dFosB activator 1, Rtt109 HAT inh 58*, RTF Ca sens act 2, Tat export inh 9 and MITF TRPM1 HTS 2.
Screening CC(=O)OCC(=O)[C@@]1(O)CC[C@H]2[C@@H]3CCC4=CC(=O)C=C[C@]4(C)[C@@]3(Cl)[C@@H](Cl)C[C@@]21C returned CAL PDZ FP-1 -3, CAL PDZ FP-2 -0.4, V-ATPase pHluor -5, Wnt bcat act -2, CDK5 p35 inh 0.6, dFosB activator 4, Rtt109 HAT inh 5, RTF Ca sens act 6, Tat export inh 1 and MITF TRPM1 HTS 5.
For CCN(Cc1ccncc1)C(=O)c1ccco1 the results were CAL PDZ FP-1 -4, CAL PDZ FP-2 -2.9, V-ATPase pHluor 3, Wnt bcat act -2, CDK5 p35 inh 0.4, dFosB activator 1, Rtt109 HAT inh -18, RTF Ca sens act 3, Tat export inh 10 and MITF TRPM1 HTS -11.
CCCC1(c2ccccc2)NC(=O)N(CC(=O)Nc2ccccc2C(F)(F)F)C1=O (stereo unspecified) was read as CAL PDZ FP-1 -2, CAL PDZ FP-2 -1.6, V-ATPase pHluor 1, Wnt bcat act -3, CDK5 p35 inh 0.1, dFosB activator -3, Rtt109 HAT inh 8, RTF Ca sens act -4, Tat export inh 4 and MITF TRPM1 HTS 2.

Filtered by structure, the entries above with fluorine
CC(C)CCn1nnnc1CN1CCN(c2ccc(F)cc2)CC1 was read as CAL PDZ FP-1 -1, CAL PDZ FP-2 -0.9, V-ATPase pHluor -1, Wnt bcat act -2, CDK5 p35 inh 0.1, dFosB activator 5, Rtt109 HAT inh -1, RTF Ca sens act 12, Tat export inh 4 and MITF TRPM1 HTS 10.
CCCC1(c2ccccc2)NC(=O)N(CC(=O)Nc2ccccc2C(F)(F)F)C1=O (stereo unspecified) was read as CAL PDZ FP-1 -2, CAL PDZ FP-2 -1.6, V-ATPase pHluor 1, Wnt bcat act -3, CDK5 p35 inh 0.1, dFosB activator -3, Rtt109 HAT inh 8, RTF Ca sens act -4, Tat export inh 4 and MITF TRPM1 HTS 2.

Other results.
Screening CCOc1ccc(CN(C)C(=O)CNC(=O)c2ccccc2)cc1 returned CAL PDZ FP-1 -1, CAL PDZ FP-2 -3.6, V-ATPase pHluor -1, Wnt bcat act 0, CDK5 p35 inh -0.4, dFosB activator 2, RTF Ca sens act -7, Tat export inh -2 and MITF TRPM1 HTS -8.
Screening Cc1ccc(C(=O)NCC(=O)OCC(=O)NC2CCS(=O)(=O)C2)cc1C (stereo unspecified) returned CAL PDZ FP-1 -4, CAL PDZ FP-2 0.3, V-ATPase pHluor 4, Wnt bcat act -2, CDK5 p35 inh 0.3, dFosB activator 5, Rtt109 HAT inh -2, RTF Ca sens act 3, Tat export inh -2 and MITF TRPM1 HTS 9.
For CC1(c2ccccc2)CCC(=O)NC1 (stereo unspecified) the results were CAL PDZ FP-1 -1, CAL PDZ FP-2 0.4, V-ATPase pHluor -2, Wnt bcat act -2, CDK5 p35 inh 1.8, dFosB activator -5, Rtt109 HAT inh -36, RTF Ca sens act -1, Tat export inh -2 and MITF TRPM1 HTS 2.
COc1ccc(N(CC(=O)N2CCN(c3ccccc3)CC2)S(=O)(=O)c2ccc(C)cc2)cc1 was read as CAL PDZ FP-2 0.2, V-ATPase pHluor -3, Wnt bcat act -2, CDK5 p35 inh 0.4, dFosB activator 5, Rtt109 HAT inh 1, RTF Ca sens act -2, Tat export inh -2 and MITF TRPM1 HTS -3.
CCCN(CC(=O)Nc1ccccc1C)C(=O)c1ccc(C(=O)c2ccccc2)cc1 was read as CAL PDZ FP-1 4, CAL PDZ FP-2 -1.1, V-ATPase pHluor -1, Wnt bcat act -4, CDK5 p35 inh -2.5, dFosB activator -8, Rtt109 HAT inh 8, RTF Ca sens act -2, Tat export inh 9 and MITF TRPM1 HTS 6.
`Cc1onc(-c2ccccc2)c1C(=O)Nc1nc2c(s1)C(=O)CC(C)(C)C2` gave CAL PDZ FP-1 2, CAL PDZ FP-2 -0.6, V-ATPase pHluor -3, CDK5 p35 inh 2.6, dFosB activator -9, Rtt109 HAT inh 1, RTF Ca sens act -2, Tat export inh 7 and MITF TRPM1 HTS -10.
For Cc1cccc(NC(=O)C2CCN(S(=O)(=O)c3ccc4c(c3)NC(=O)CO4)CC2)c1 the results were CAL PDZ FP-1 -2, CAL PDZ FP-2 -1.9, V-ATPase pHluor -3, Wnt bcat act -1, CDK5 p35 inh -2.2, dFosB activator -11, Rtt109 HAT inh 7, RTF Ca sens act 2, Tat export inh -2 and MITF TRPM1 HTS 1.
Screening c1ccc(C2CCC(N3CCNCC3)CC2)cc1 (stereo unspecified) returned CAL PDZ FP-1 -4, CAL PDZ FP-2 0.4, V-ATPase pHluor 6, Wnt bcat act -3, CDK5 p35 inh -0.3, dFosB activator -6, Rtt109 HAT inh -3, RTF Ca sens act 3, Tat export inh -12 and MITF TRPM1 HTS -6.
For CC(=O)Nc1cccc(C(=O)OCC(=O)Nc2c(C)nn(-c3ccccc3)c2C)c1 the results were CAL PDZ FP-1 -2, CAL PDZ FP-2 1.0, V-ATPase pHluor 1, Wnt bcat act -5, CDK5 p35 inh 1.0, dFosB activator 1, Rtt109 HAT inh 3, RTF Ca sens act -1, Tat export inh -4 and MITF TRPM1 HTS 5.
`COc1ccccc1N1CCN(C(c2ccc(N(C)C)cc2)c2nnnn2CCc2ccccc2)CC1` (stereo unspecified) gave CAL PDZ FP-1 -1, CAL PDZ FP-2 -4.1, V-ATPase pHluor 4, Wnt bcat act -5, CDK5 p35 inh 0.5, dFosB activator -11, Rtt109 HAT inh -28, RTF Ca sens act 4, Tat export inh 2 and MITF TRPM1 HTS -6.
For O=C(CCC(=O)N(CC(=O)NC1CCCC1)C1CCCC1)Nc1ccccn1 the results were CAL PDZ FP-1 -3, CAL PDZ FP-2 0.4, V-ATPase pHluor 2, Wnt bcat act 1, CDK5 p35 inh 0.7, dFosB activator 0, Rtt109 HAT inh 10, RTF Ca sens act -3, Tat export inh -2 and MITF TRPM1 HTS 5.
O=C(COc1ccccc1Cl)NCc1ccco1 was read as CAL PDZ FP-1 -1, CAL PDZ FP-2 -0.8, V-ATPase pHluor -5, CDK5 p35 inh -2.1, dFosB activator -3, RTF Ca sens act -2, Tat export inh 3 and MITF TRPM1 HTS 22.
Screening CCNC(=S)NC1CC2CCC(C1)N2Cc1ccccc1 (stereo unspecified) returned CAL PDZ FP-1 0, CAL PDZ FP-2 -3.2, V-ATPase pHluor 0, CDK5 p35 inh 8.2, dFosB activator 2, RTF Ca sens act 7, Tat export inh -3 and MITF TRPM1 HTS -1.
O=C(Nc1nc(-c2ccccc2)cs1)C1c2ccccc2Oc2ccccc21 was read as CAL PDZ FP-1 0, CAL PDZ FP-2 -0.4, V-ATPase pHluor 1, CDK5 p35 inh 1.9, dFosB activator 3, Rtt109 HAT inh 1, RTF Ca sens act 0, Tat export inh -7 and MITF TRPM1 HTS -13.
CC(=O)c1ccc(N2CCN(S(=O)(=O)c3c(C)[nH]c(C)c3C(=O)N3CCCCC3)CC2)cc1 was read as CAL PDZ FP-1 -1, CAL PDZ FP-2 -2.8, V-ATPase pHluor -5, Wnt bcat act 2, CDK5 p35 inh -1.2, dFosB activator -10, Rtt109 HAT inh 14, RTF Ca sens act -6, Tat export inh -11 and MITF TRPM1 HTS 0.
